Screens as filed in PubChem BioAssay.
PKA-R1A act = activates the PKA-R1A holoenzyme complex; PKA-R1A dissociation, Cy5-IP20 fluorescence polarization; scaled: DMSO 0%, 113 µM cGMP 100%; AID 504707; activation, % at 11.4 µM; 340,000 tested, 0.083% active; P00514+P68181;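 active = percent activation above the mean of all tested compounds plus 3 SD, cut at about 19% in these data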;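 also: higher means more PKAc released from R1A so a rise in polarization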
DSG3 Ab inh = human desmoglein-3 autoantibody binding inhibition. 310,000 tested, 0.48% active. AID 588358. DSG3-coupled beads, scFv-anti-DSG3-GFP binding, flow cytometry; hits give low values. P32926. binding (percent of control), % at 10 µM;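 active = binding more than 3 SD below its plate's average and above zero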;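 also: hits lower antibody fragment binding to DSG3; some compounds called inactive have numbers as strong as hits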
DAGLB inhibitor = diacylglycerol lipase beta (human) inhibition. 340,000 tested, 0.059% active. AID 504411. HEK293T DAGLB membrane lysate, EnzChek fluorogenic substrate. inhibition, % at 5.17 µM; in the data active = inhibition above about 34%;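 also: 0% = enzyme with vehicle and 100% = wells lacking enzyme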
V-ATPase pHluor = alters yeast V-ATPase proton transport. S. cerevisiae, pHLuorin cytosolic pH fluorescence. response, % at 10 µM. 350,000 tested, 0.37% active. AID 504577; in the data active = response mostly above about 7.3%, no sharp cut-off; inactive = mostly below about 5.4%; also: actives read high; inactives centre near 0; some compounds called inactive have numbers as strong as hits; reference of the scale not given here
MOR-DOR inv ag = inverse agonists of human mu-delta opioid receptor heterodimerization; P35372+P41143; cell-based MOR-DOR heterodimer luminescence, inverse agonism; inhibition, % at 9.3 µM; 340,000 tested, 0.21% active; AID 504357; in the data active = inhibition above about 22%, passing the limit was not always enough;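 also: 0% = cells with DMSO and 100% = wells without cells with DMSO; values of inactives mirror those of a sister screen read the other way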
Target sequence (P35372 whole entry, looked up): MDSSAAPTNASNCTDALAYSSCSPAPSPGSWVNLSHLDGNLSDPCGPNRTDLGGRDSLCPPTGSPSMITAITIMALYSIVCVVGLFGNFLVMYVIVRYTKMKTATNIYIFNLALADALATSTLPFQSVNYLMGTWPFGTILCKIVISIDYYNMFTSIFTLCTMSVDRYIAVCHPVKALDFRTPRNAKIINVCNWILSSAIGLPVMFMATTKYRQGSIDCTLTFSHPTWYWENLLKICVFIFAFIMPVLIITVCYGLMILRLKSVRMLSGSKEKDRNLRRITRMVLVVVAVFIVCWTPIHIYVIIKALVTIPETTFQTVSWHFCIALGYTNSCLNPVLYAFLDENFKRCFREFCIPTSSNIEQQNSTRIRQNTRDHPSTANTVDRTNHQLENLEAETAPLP
Target sequence (P41143 whole entry, looked up): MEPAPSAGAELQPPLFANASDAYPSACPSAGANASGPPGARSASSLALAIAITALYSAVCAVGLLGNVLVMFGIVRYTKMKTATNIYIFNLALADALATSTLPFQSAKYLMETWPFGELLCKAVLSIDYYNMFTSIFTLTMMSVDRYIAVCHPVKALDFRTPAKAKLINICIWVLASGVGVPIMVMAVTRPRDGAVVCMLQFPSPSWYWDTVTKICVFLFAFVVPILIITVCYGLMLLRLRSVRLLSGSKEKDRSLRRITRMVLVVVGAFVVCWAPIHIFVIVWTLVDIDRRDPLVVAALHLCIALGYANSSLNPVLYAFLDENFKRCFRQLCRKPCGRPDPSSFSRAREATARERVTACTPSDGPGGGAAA
Arr AP2 block = inhibitors of human beta-arrestin and AP2 interaction; FITC-arrestin peptide / GST-AP2 beads, flow cytometry; AP2 beta2 appendage carries R879A mutation; AID 504490; inhibition, % at 10 µM; 340,000 tested, 0.31% active;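 active = inhibition above a set limit, near 3 SD of compounds lacking own fluorescence, cut at about 54% in these data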;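 also: plate controls were DMSO wells for no effect and 5 µM unlabelled arrestin peptide for full effect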
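System: GST-AP2 R879A glutathione beads | Also added: FITC-arrestin peptide, 50 nM | Times: 12 min plus 1 h, RT | Signal: Bead flow cytometry, FITC channel | Buffer or medium: PBS with 0.05% Tween 20 and 0.1% BSA | Read-out basis: Percent drop in bead-associated FITC signal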
PKA-R2B act = activators of human PKA-R2B complex. activation, % at 11.4 µM. AID 504700. PKA-R2B holoenzyme dissociation, Cy5-IP20 fluorescence polarization; R2B truncated from residue 108, S112A mutant; 0% DMSO only, 100% 113 µM cGMP. P22694+P31323. 340,000 tested, 0.079% active;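 active = activation above a cutoff set at the mean over all compounds plus 3 SD, cut at about 18% in these data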;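 also: higher means more holoenzyme dissociation and a rise in polarization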
HTR5A inv ctr = counter-screen for OPRM1-OPRD1 inverse agonists: human HTR5A inverse agonism; P47898; HTR5A cell line, luminescence; inhibition, % at 9.3 µM; 340,000 tested, 0.083% active; in the data active = inhibition mostly above about 23%, no sharp cut-off; inactive = mostly below about 18%;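 also: 0% = cells with DMSO and 100% = no-cell wells with DMSO; some compounds called inactive have numbers as strong as hits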
MOR-DOR ag = OPRM1-OPRD1 heterodimerization agonism; 340,000 tested, 0.3% active; cells, luminescence; P35372+P41143; activation, % at 9.3 µM; in the data active = activation above about 18%;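 also: 0% = vehicle-treated cells and 100% = reference agonist; values of inactives mirror those of a sister screen read the other way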
HTR5A ag = HTR5A agonism, opioid heterodimer counter-screen; activation, % at 9.3 µM; P47898; 340,000 tested, 0.61% active; HTR5A agonist assay, luminescence, cell-based; in the data active = activation mostly above about 9.5%, no sharp cut-off; inactive = mostly below about 7.6%;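 also: 0% = cells with vehicle only and 100% = reference agonist; strong numbers were not always called active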
* hit, by the source's call; · = not tested or not shown.

[1] c1ccc(-n2nnnc2-c2cnc(-c3cccnc3)nc2-c2cccs2)cc1
[2] CC(=O)c1ccc2noc(-c3ccc(C)cc3)c2c1
[3] CSCCC(NC(=O)c1ccccc1)C(=O)NCCCSc1ccccc1 (configuration not stated)
[4] O=C(CSc1ncnc2c1nnn2-c1ccc(F)cc1)NCC1CCCO1 (configuration not stated)
[5] CCOC(=O)Cn1c(=O)oc2cc(S(=O)(=O)Nc3cc(Cl)ccc3OC)ccc21
[6] Cc1c(NC(=O)c2cnn3cccnc23)c(=O)n(-c2ccccc2)n1C
[7] CCCNC(=O)CS(=O)(=O)Cc1nc(-c2ccccc2C)oc1C
[8] O=C(NCc1ccncc1)C(=O)NCC1OCCCN1S(=O)(=O)c1ccccc1 (configuration not stated)
[9] CCc1ccc(C2CC(=O)N(c3ccc(F)cc3)C3=C2C(=O)OC3)cc1 (configuration not stated)
[10] CCN(CC)C(=O)[C@H]1CC(CC(=O)NCc2cccc(C(F)(F)F)c2)C(=O)N2CCc3c([nH]c4ccccc34)[C@]12C (some centres not stated)

Compound | 1 | 2 | 3 | 4 | 5 | 6 | 7 | 8 | 9 | 10
PKA-R2B act | 1 | -2 | 0 | -3 | -4 | -5 | 1 | 5 | -14 | -4
MOR-DOR ag | -2.3 | -0.3 | -5.4 | -1.6 | 0.8 | -1.2 | -3.1 | -0.9 | -0.7 | 0.2
MOR-DOR inv ag | 14 | 2 | 21 | 9 | -5 | 7 | 17 | 5 | 5 | -1
DAGLB inhibitor | -3 | 4 | -1 | -3 | -3 | -38 | 0 | -1 | 0 | 2
HTR5A inv ctr | 14 | 11 | 5 | -12 | -11 | -28 | -23 | -7 | -2 | -4
DSG3 Ab inh | 99 | 103 | · | 108 | 111 | 95 | 82 | · | 97 | 100
PKA-R1A act | -3 | -6 | 6 | 2 | 7 | 0 | 1 | 13 | -4 | -9
HTR5A ag | 3 | 1 | -2 | -1 | 4 | 1 | -2 | 4 | -5 | 1
Arr AP2 block | -1 | 41 | 1 | 22 | -20 | 3 | 1 | -4 | · | 6
V-ATPase pHluor | 0 | 0 | 0 | 0 | -4 | -4 | 1 | -1 | 1 | -1

[11] Cc1ccc(CN2CCN(C/C(Cl)=C/c3ccccc3)CC2CCO)o1 (configuration not stated)
[12] CC(NC(=O)c1ccccc1Br)c1nnc(SCC(=O)NC2CCCCC2)n1C (configuration not stated)
[13] Cc1ccc(C(=O)N/C(=C\c2cccs2)C(=O)NCC2CCCO2)cc1C (configuration not stated)
[14] Cc1sc(NC(=O)CN2C(=O)NC3(CCCC3)C2=O)nc1-c1ccc(F)cc1
[15] CCN(CC)c1ccc(NC(=O)CN2CCN(S(=O)(=O)c3cc(Cl)ccc3OC)CC2)cc1
[16] CC(C)NC(=O)c1ccccc1NC(=O)c1ccccc1N(C)S(C)(=O)=O
[17] Fc1ccccc1-c1nnc2n1N=C(c1ccc(OC(F)F)c(OCC3CC3)c1)CS2
[18] COc1ccc(C2CC(=O)Nc3ccccc3S2(=O)=O)cc1OC (configuration not stated)
[19] COc1cccc(N2CCN(C3CC(=O)N(c4ccc(F)c(Cl)c4)C3=O)CC2)c1 (configuration not stated)
[20] COC(=O)COn1c(-n2nc(C)cc2C)nc2ccccc2c1=O

Compound | 11 | 12 | 13 | 14 | 15 | 16 | 17 | 18 | 19 | 20
PKA-R2B act | -6 | -6 | -6 | 0 | 1 | -5 | -5 | -4 | -1 | -1
MOR-DOR ag | 0.9 | 2.4 | -1.0 | -2.5 | 1.3 | -2.5 | -3.0 | -2.6 | 1.4 | -1.8
MOR-DOR inv ag | -4 | -19 | 6 | 12 | -8 | 13 | 17 | 14 | -9 | 10
DAGLB inhibitor | -3 | -1 | -2 | -1 | 4 | 1 | -4 | 0 | -2 | 0
HTR5A inv ctr | 7 | 0 | -4 | -2 | -12 | 8 | -14 | 18 | -5 | 2
DSG3 Ab inh | 96 | 100 | 97 | 106 | 106 | 99 | 100 | 105 | 105 | 102
PKA-R1A act | -16 | -2 | -3 | -2 | -6 | -11 | -5 | -5 | -6 | 6
HTR5A ag | -3 | 0 | 1 | -2 | 3 | 4 | 7 | -5 | 2 | -1
Arr AP2 block | 4 | 25 | 4 | 12 | 5 | 24 | 25 | 1 | -4 | -3
V-ATPase pHluor | 1 | -2 | 1 | 1 | 1 | -4 | 3 | -1 | -1 | -1

Results in sequence from the entries so far.
Nos. 14–18 in MOR-DOR ag read -2.5, 1.3, -2.5, -3.0, -2.6
Nos. 14–18 in Arr AP2 block read 12, 5, 24, 25, 1
Nos. 14–18 in V-ATPase pHluor read 1, 1, -4, 3, -1

Other entries follow.
[21] CC(=O)Nc1ccc(S(=O)(=O)NCC(=O)Nc2ccc3c(c2)OCO3)cc1
[22] COc1cccc(/C=N/NC(=O)c2c(-c3ccccc3)noc2C)c1
[23] Cc1ccc(NC(=O)C2C(=O)N(C)c3ccccc32)cc1 (configuration not stated)
[24] O=C(NC(N1CCCC1)C(Cl)(Cl)Cl)c1ccccc1 (configuration not stated)
[25] C[C@@H]1NC(=O)c2cc([N+](=O)[O-])cc(I)c2OCC[C@@H](C(N)=O)NC(=O)[C@H](CCCCN)NC1=O
[26] CCOC(=O)N1CCN(Cc2nc(-c3ccc(C)cc3)no2)CC1
[27] COc1ccccc1C(OC(=O)c1ccco1)C(=O)NC(C)(C)C (configuration not stated)
[28] COC(=O)CCCC(=O)NC1CCCN(C2Cc3ccccc3C2)C1 (configuration not stated)
[29] S=C(NCc1ccc2c(c1)OCO2)Nc1ccc(-c2nc3ccccc3[nH]2)cc1
[30] O=C(Nc1ccccc1)OCC1CCCO1 (configuration not stated)

Compound | 21 | 22 | 23 | 24 | 25 | 26 | 27 | 28 | 29 | 30
PKA-R2B act | 9 | -16 | -4 | -5 | 1 | 1 | -6 | -9 | 15 | 8
MOR-DOR ag | 0.0 | -2.2 | -2.4 | -2.2 | -4.1 | -1.5 | 0.7 | -0.1 | 3.6 | -2.3
MOR-DOR inv ag | 0 | 12 | 16 | 13 | 23 | 9 | -4 | 1 | -20 | 12
DAGLB inhibitor | 2 | 4 | 0 | -1 | 0 | -6 | 1 | -1 | 0 | -4
HTR5A inv ctr | 1 | 6 | 3 | -8 | -6 | -2 | 4 | -2 | -35 | -15
DSG3 Ab inh | 91 | 103 | 82 | · | 97 | · | · | 92 | 105 | 108
PKA-R1A act | -7 | -10 | -13 | -6 | -5 | -1 | 3 | -2 | -15 | 7
HTR5A ag | 0 | 1 | -1 | 3 | -1 | -3 | -2 | 0 | 8 | 0
Arr AP2 block | -1 | 12 | 7 | 6 | -18 | 7 | 8 | 5 | 38 | 39
V-ATPase pHluor | 4 | -1 | 0 | -3 | -2 | -1 | -2 | -4 | -1 | -3

Part of the list above, with values under each structure:
Fields – PKA-R2B act | MOR-DOR ag | MOR-DOR inv ag | DAGLB inhibitor | HTR5A inv ctr | DSG3 Ab inh | PKA-R1A act | HTR5A ag | Arr AP2 block | V-ATPase pHluor
23. Cc1ccc(NC(=O)C2C(=O)N(C)c3ccccc32)cc1 (configuration not stated)
→ -4 | -2.4 | 16 | 0 | 3 | 82 | -13 | -1 | 7 | 0
24. O=C(NC(N1CCCC1)C(Cl)(Cl)Cl)c1ccccc1 (configuration not stated)
→ -5 | -2.2 | 13 | -1 | -8 | · | -6 | 3 | 6 | -3
25. C[C@@H]1NC(=O)c2cc([N+](=O)[O-])cc(I)c2OCC[C@@H](C(N)=O)NC(=O)[C@H](CCCCN)NC1=O
→ 1 | -4.1 | 23 | 0 | -6 | 97 | -5 | -1 | -18 | -2
26. CCOC(=O)N1CCN(Cc2nc(-c3ccc(C)cc3)no2)CC1
→ 1 | -1.5 | 9 | -6 | -2 | · | -1 | -3 | 7 | -1
27. COc1ccccc1C(OC(=O)c1ccco1)C(=O)NC(C)(C)C (configuration not stated)
→ -6 | 0.7 | -4 | 1 | 4 | · | 3 | -2 | 8 | -2

In a second layout: results already given.
(26) CCOC(=O)N1CCN(Cc2nc(-c3ccc(C)cc3)no2)CC1
  PKA-R2B act: 1; MOR-DOR ag: -1.5; MOR-DOR inv ag: 9; DAGLB inhibitor: -6; HTR5A inv ctr: -2; DSG3 Ab inh: ·; PKA-R1A act: -1; HTR5A ag: -3; Arr AP2 block: 7; V-ATPase pHluor: -1
(27) COc1ccccc1C(OC(=O)c1ccco1)C(=O)NC(C)(C)C (configuration not stated)
  PKA-R2B act: -6; MOR-DOR ag: 0.7; MOR-DOR inv ag: -4; DAGLB inhibitor: 1; HTR5A inv ctr: 4; DSG3 Ab inh: ·; PKA-R1A act: 3; HTR5A ag: -2; Arr AP2 block: 8; V-ATPase pHluor: -2

Some values from the entries so far.
#3 in V-ATPase pHluor: 0
#4 in MOR-DOR ag: -1.6
#20 in PKA-R2B act: -1

Following part
[31] O=C(CN1CCN(S(=O)(=O)c2ccccc2F)CC1)N1CCc2ccccc2C1
[32] COc1cc(C)ccc1OCCCCN1CC(C)OC(C)C1 (configuration not stated)
[33] CC(=O)N1c2ccccc2NC(=O)C1(C)C
[34] CC1CC(C)CN(C(=O)c2ccccc2Nc2ccc(SC(F)F)cc2)C1 (configuration not stated)
[35] Cc1ccccc1N1C(=O)C2ON(c3ccccc3)C(c3cccnc3)C2C1=O (configuration not stated)
[36] S=C(NCC1CCCO1)c1ccc(Br)cc1 (configuration not stated)
[37] O=C(O)c1cnn2c(C(F)F)cc(C(F)F)nc12
[38] COc1ccc2c(Cl)c(C(=O)NN3CCN(C)CC3)sc2c1
[39] CCOCc1nnc(NC(=O)c2cc(OC)cc(OC)c2)s1
[40] CCC(=O)Nc1nnc(/C=C/c2ccccc2)s1
[41] CCOc1cc(C2C(C(=O)OC(C)C)=C(C)NC3=C2C(=O)CCC3)cc([N+](=O)[O-])c1O (configuration not stated)
[42] Cc1ccc(NC(=O)COC(=O)c2ccco2)cc1C
[43] O=C(Nc1ccc(Cl)cc1)Nc1ccccc1C(=O)NCc1ccco1

Compound | 31 | 32 | 33 | 34 | 35 | 36 | 37 | 38 | 39 | 40 | 41 | 42 | 43
PKA-R2B act | 14 | -10 | -2 | -7 | 2 | -4 | -2 | -11 | -9 | 1 | -3 | -1 | -4
MOR-DOR ag | -3.5 | -0.9 | -1.6 | 3.7 | -1.8 | -0.7 | 0.0 | -2.1 | 0.0 | · | -3.0 | -4.9 | -1.8
MOR-DOR inv ag | 17 | 5 | 8 | -21 | 9 | 4 | 0 | 10 | 0 | · | 18 | 19 | 11
DAGLB inhibitor | -1 | -1 | 1 | -8 | 1 | -1 | 0 | 1 | -2 | 0 | 1 | 0 | -6
HTR5A inv ctr | -1 | -8 | 12 | -4 | 12 | -3 | 1 | 1 | 7 | · | 1 | 14 | 0
DSG3 Ab inh | 91 | 105 | 101 | · | 107 | 123 | 99 | 113 | 101 | 104 | 101 | 97 | 120
PKA-R1A act | -7 | 11 | -1 | -10 | 4 | 6 | -3 | 4 | -6 | 5 | 5 | -5 | -4
HTR5A ag | 0 | 1 | 9 | 0 | 1 | 1 | -2 | 0 | 1 | · | 0 | -4 | 3
Arr AP2 block | 35 | -1 | 2 | -4 | 12 | 11 | -3 | -14 | -2 | 10 | 8 | -12 | -10
V-ATPase pHluor | -3 | 2 | 1 | -1 | 0 | 0 | 1 | 4 | 0 | 2 | 1 | -2 | 1

An unsorted share of the library. Share with any hit: about 2.4%.
